Shiga inhibitor: A qHTS for Small Molecule Inhibitors of Shiga Toxin; Vero cells, Shiga toxin protein synthesis inhibition reporter; inhibition, % at 38.7 µM; 290,000 compounds, 9.2% hits; AID 2315, 2010; in the data active = inhibition mostly above about 28%, no sharp cut-off; inactive = mostly below about 43%; note: 0% is about no effect
Tb PYK inh: qHTS of Trypanosoma Brucei Inhibitors; TbPYK enzyme, Kinase-Glo Plus ATP luminescence, 45 min; Potency, µM (doses to about 76.8 µM), for inactives: at the highest dose activity, negative = inhibition, most hits filed as inhibitors; 410,000 compounds, 0.12% hits; note: potency is the fitted concentration of half-maximal effect; % is set by controls: 0 for no effect and ±100 for the full control effect; nearly all actives have a fitted effect of over 50% in size
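Screened from lowest to highest concentration, compounds were pinned into TbPYK/substrate mixtures, and ADP (130 uM final) was added. Plates sat at room temperature for 45 min prior to Kinase-Glo Plus detection by luminescence.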
CHX counter: Cycloheximide Counterscreen for Small Molecule Inhibitors of Shiga Toxin; AID 2314, 2010; 300,000 compounds, 12% hits; cell reporter, cycloheximide protein synthesis inhibition counterscreen; max response, %; in the data active = max response mostly above about 13%, no sharp cut-off; inactive = mostly below about 14%; note: read at 38.3 µM for the half of the compounds with a filed dose; 0% is about no effect
HCV inhibitor: qHTS Assay for Inhibitors of Hepatitis C Virus (HCV). AID 651820, 2012. Potency, µM (titrated, usually from 41.8 µM), without a hit: top-dose activity change, negative = inhibition, hits mostly inhibitors. 340,000 compounds, 3.4% hits. Huh7.5.1 HCVcc-Cre infection, luciferase reporter, 44 h; note: potency is the fitted concentration of half-maximal effect; % is set by controls: 0 for no effect and ±100 for the full control effect
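Cells (1,000/well) were plated 4 h before compound, then infected with HCVcc-Cre virus (~0.5 moi). After 44 h further culture, infection was read as luciferase luminescence following a 15 min substrate incubation at room temperature.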
Pf growth 96h: Primary qHTS for delayed death inhibitors of the malarial parasite plastid, 96 hour incubation; P. falciparum luciferase reporter growth, 96 h; Potency, µM (doses to about 28.7 µM), for inactives: at the highest dose activity change, negative = inhibition, usual class: inhibitors; 320,000 compounds, 6.9% hits; note: potency is the fitted concentration of half-maximal effect; % is set by controls: 0 for no effect and ±100 for the full control effect
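Two-generation exposure (96 h) targets delayed-death phenotype. Reporter parasites carrying integrated firefly luciferase, in red cells at 2% hematocrit and 0.05% parasitemia final, kept at 37 C, 5% CO2; luminescence loss indicates inhibition.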
LmPK inh: qHTS Assay for Inhibitors of Leishmania Mexicana Pyruvate Kinase (LmPK); Q27686; purified LmPK, Kinase-Glo ATP luminescence, 1 h; Potency, µM (titrated, usually from 57.5 µM), for the others: at the highest dose activity change, negative = inhibition, usual class: inhibitors; 290,000 compounds, 0.37% hits; AID 1721, 2009; note: potency is the fitted concentration of half-maximal effect; % is set by controls: 0 for no effect and ±100 for the full control effect
Target sequence (Q27686 whole entry, looked up): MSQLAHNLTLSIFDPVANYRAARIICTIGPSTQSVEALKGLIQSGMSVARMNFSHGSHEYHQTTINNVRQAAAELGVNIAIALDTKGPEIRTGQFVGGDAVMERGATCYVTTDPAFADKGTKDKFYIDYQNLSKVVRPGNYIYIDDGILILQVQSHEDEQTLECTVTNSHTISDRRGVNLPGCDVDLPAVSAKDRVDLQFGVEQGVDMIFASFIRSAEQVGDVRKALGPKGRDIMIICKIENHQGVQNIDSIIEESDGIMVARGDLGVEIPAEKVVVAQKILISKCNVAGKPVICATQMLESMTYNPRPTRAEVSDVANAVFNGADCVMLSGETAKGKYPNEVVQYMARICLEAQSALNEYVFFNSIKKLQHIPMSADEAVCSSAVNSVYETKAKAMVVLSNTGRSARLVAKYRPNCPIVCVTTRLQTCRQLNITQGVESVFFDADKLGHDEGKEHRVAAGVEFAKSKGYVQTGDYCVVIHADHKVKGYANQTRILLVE
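ATP generated from ADP (0.1 mM) and PEP (0.5 mM) by 0.1 nM LmPK over 1 h at room temperature (pH 7.2 imidazole buffer) was detected by coupled luciferase luminescence. Values were normalized to uninhibited and no-enzyme wells.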
Pf growth 48h: Primary qHTS for delayed death inhibitors of the malarial parasite plastid, 48 hour incubation; P. falciparum luciferase growth in erythrocytes, 48 h; 310,000 compounds, 5.9% hits; Potency, µM (doses to about 28.7 µM), for the others: top-dose activity change, negative = inhibition, hits mostly inhibitors; note: potency is the fitted concentration of half-maximal effect; % is set by controls: 0 for no effect and ±100 for the full control effect
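Parasite viability was followed by luminescence of a genomically integrated firefly luciferase. Cultures held 0.1% parasitemia at 2% hematocrit (final), incubated under 5% CO2 at 37 C.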
An asterisk follows results filed as active; i = inactive; ? = inconclusive; nt = not tested or not shown; & = joins results of further samples; [ ] = remark or other dose. Unless noted, calls come from the whole dose curve; as a rule, active = well fitted curve in the direction sought with a large enough effect; inconclusive = small, poorly fitted or top-dose-only effect, or another doubt; inactive = no such curve, though single readings can be large; an effect the other way counts as inactive or inconclusive.

Structure	Shiga inhibitor	Tb PYK inh	CHX counter	HCV inhibitor	Pf growth 96h	LmPK inh	Pf growth 48h
Cc1cccc([C@@H]2C[C@H]3CN(Cc4cccc(Cl)c4)C(=O)[C@]34CCCN24)n1	3	?	-3	-9%	?	0%	?
Cc1c(Cl)c([N+](=O)[O-])nn1CC(=O)NCc1cccs1	2	-7%	-2	-13%	?	1%	-8%
CN(Cc1ccccc1)Cc1nc2scc(-c3ccccc3)c2c(=O)[nH]1	24	2%	0	-11%	?	-1%	?
O=C(Nc1ccccc1)Nc1ccc(-n2ccc(C(F)(F)F)n2)cc1	75*	2%	39*	?	3.3µM*	-5%	?
CC(=O)c1ccc(OCCCC(=O)Nc2cc(S(=O)(=O)N(C)C)ccc2C)cc1	-5	1%	-2	-15%	?	2%	-1%
O=S(=O)(c1ccc(Cl)cc1)c1cnc2ccccc2n1	-9	2%	1	?	10µM*	9%	?
O=C(CSc1nccc(=O)[nH]1)NCc1ccc2c(c1)OCO2	-9	-9%	-3	26%	-13%	1%	38%[activator]
CCOC(=O)CNC(=S)N(Cc1ccccc1F)C1CCCCC1	4	0%	11	11%	213%[activator]	7%	?
C=CCN=C1S/C(=C/c2cccc([N+](=O)[O-])c2)C(=O)N1CC=C	15	-3%	-2	?	?	3%	-21%
COc1ccc(NC(=O)N2CCCc3ccccc32)cc1	122*	-4%	18*	-7%	-7%	-6%	47%[activator]
O=C(CSc1nnc(-c2ccc3c(c2)OCO3)n1-c1ccccc1)c1ccccc1	-3	-21%	3	12%	0%	-1%	9%
C=C(C)CN(CC)C(=O)CC1C(=O)NCCN1Cc1c(F)cccc1Cl (stereo unspecified)	30	8%	4	13%	?	2%	14%
Cc1cccc(C(=O)NCC(=O)N2CC(=O)Nc3ccccc32)c1	-8	-2%	0	12%	35%[activator]	5%	-20%
COc1ccccc1OCC(O)CN1CCN(C(=O)c2ccccc2)CC1 (stereo unspecified)	-5	1%	-1	-21%	?	4%	-14%
COCCNC(=O)CCc1ccc(S(=O)(=O)Nc2ccc(C)cc2)cc1	-23	-12%	-5	2%	nt	-1%	-8%
CN(C(=O)C1CCCC1)C1CCS(=O)(=O)C1 (stereo unspecified)	nt	1%	nt	8%	2%	nt	13%
COc1ccc(-c2cc(-c3ccc(F)cc3)nc(N3CCN(C)CC3)n2)cc1	19	-3%	1	1%	2%	-2%	0%
Cc1ccc([N+](=O)[O-])cc1N=C(c1cccc(Br)c1)N1CCOCC1	-6	0%	-2	?	13µM*	1%	?
CC(Sc1nc(-c2ccccc2)cc(C(F)(F)F)n1)C(=O)N1CCCCC1 (stereo unspecified)	-17	9%	-1	?	34%[activator]	2%	?
O=C1CC(N(CCc2ccccc2)C(=S)Nc2ccccc2)C(=O)N1c1ccccc1 (stereo unspecified)	15	2%	-2	-25%	3.3µM*	1%	?
Cc1onc(-c2ccccc2)c1C(=O)NC(C)c1ccc2c(c1)OCO2 (stereo unspecified)	-8	0%	20	9%	22%	0%	-13%
Cc1ccccc1NC(=O)Cc1nc(COC(=O)c2ccc(Cl)nc2)cs1	nt	1%	nt	?	?	nt	?
Cc1cccc(Nc2nc(N)nc(CN3CCC(C)CC3)n2)c1C	12	-1%	3	-5%&-6%	34%[activator]	3%	-6%
O=C(CNC(=O)N1CC(=O)Nc2ccccc21)NCc1cccc(Cl)c1	-9	0%	1	16%	?	-3%	4%
COc1cccc(OCc2cc(C(=O)NCCc3cccc(C)n3)no2)c1	9	-4%	11	-22%	?	6%	2%

Compound profiles, from the list above.
Cc1onc(-c2ccccc2)c1C(=O)NC(C)c1ccc2c(c1)OCO2 (stereo unspecified) reads Shiga inhibitor = -8; Tb PYK inh = 0%; CHX counter = 20; HCV inhibitor = 9%; Pf growth 96h = 22%; LmPK inh = 0%; Pf growth 48h = -13%
C=C(C)CN(CC)C(=O)CC1C(=O)NCCN1Cc1c(F)cccc1Cl (stereo unspecified) reads Shiga inhibitor = 30; Tb PYK inh = 8%; CHX counter = 4; HCV inhibitor = 13%; Pf growth 96h = ?; LmPK inh = 2%; Pf growth 48h = 14%

More results follow.
Structure	Shiga inhibitor	Tb PYK inh	CHX counter	HCV inhibitor	Pf growth 96h	LmPK inh	Pf growth 48h
Cc1ccccc1NC(=O)Cc1nc(COC(=O)CCc2ccccc2)cs1	nt	1%	nt	12%	12%	nt	-30%
C/C(=N\NC(=O)c1nn(C)cc1Br)c1cccc(NC(=O)c2ccncc2)c1	84*	-5%	50*	18%	?	-8%	16%
CC(Oc1ccc(F)cc1)C(=O)Nc1ccc2ccccc2c1 (stereo unspecified)	10	0%	11	?	35%[activator]	2%	nt
Cc1ccc(NC(=O)CSc2nc3ncc(Br)cc3[nH]2)cc1C	-6	-3%	-2	4%	-8%	7%	17%
O=C(CCc1ccccc1)Nc1ccccc1C(F)(F)F	1	0%	7	5%	-5%	6%	13%
COc1ccc(CN2CCC(=O)N([C@H](CO)c3ccccc3)CC2)cc1OC	-4	-4%	-4	15%	-23%	-4%	20%
CCc1cc2c(=O)n(-c3ccc(C)cc3)cnc2s1	74*	7%	53*	?	?	8%	370%[activator]
O=C(NC(=S)NCc1ccc(F)cc1)c1ccccc1	8	-9%	6	-7%	27%	4%	5%
COc1cccc(C(=O)N/N=c2/oc3ccccc3cc2C(N)=O)c1	-5	1%	-1	-13%	28%	11%	-6%
Cc1cc(=O)c2ccccc2n1Cc1ccccc1	-14	-1%	12	13µM*	?	2%	-4%
CCCCNC(=O)C1CC(=O)N(C2CCCC2)C1 (stereo unspecified)	-5	-2%	10	10%	6%	9%	nt
COc1ccc(C(=O)NCCCNC(=O)c2cccnc2)cc1Br	-2	-3%	7	2%	?	2%	-6%
O=C(COC(=O)c1ccc(Cl)c(S(=O)(=O)NCc2ccccc2)c1)NC1CC1	nt	0%	nt	0%	58%[activator]	nt	5%
CC(=O)C1=C(C)NC(SCC(N)=O)=C(C#N)C1CC(C)C (stereo unspecified)	5	?	-7	10%	-11%	-2%	7%
O=C(COc1ccc(Cl)cc1Cl)NCCCNC(=O)c1cnccn1	-4	0%	-2	5%	4%	1%	?
O=C(COc1ccc(Br)cc1Cl)NCCCN1CCOCC1	-28	-5%	2	nt	?	-12%	10%
COc1cc(C2NC(=O)NC(O)(C(F)(F)F)C2C(=O)c2ccc(Cl)cc2)ccc1O (stereo unspecified)	12	1%	10	20%	45%[activator]	2%	6%
COc1ccc(C(=O)OCC(N)=O)cc1[N+](=O)[O-]	-10	4%	-6	1%	-10%	-1%	8%
COc1cc2oc(=O)cc(-c3ccc(-c4ccc(O)cc4)cc3)c2c(OC)c1OC	i	-1%	6	?	nt	nt	nt
Cc1cc(=O)oc2ccc(OCC(=O)N3CCC(C)CC3)cc12	26	7%	16	-2%	0%	7%	28%
COC(=O)c1c(CSc2ccc(C)c(C)c2)noc1C(=O)NCc1ccc(OC)cc1	59	3%	2	?	14%	-6%	?
COC(=O)C1(NC(=O)NC23CC4CC(CC(C4)C2)C3)CCCCC1	-3	-1%	-5	20%	-9%	0%	18%
O=C(CN(Cc1ccccc1Cl)C(=O)Cn1nnc(-c2cccs2)n1)NCC1CCCO1 (stereo unspecified)	-5	-4%	1	4%	1.2µM*	5%	7%
COc1ccccc1N(CC(=O)N/N=C/c1ccccc1C(=O)O)S(C)(=O)=O	-4	-2%	-2	-3%	40%[activator]	1%	47%[activator]
Cc1ccccc1OCCCCCNCCO	-4	-11%	1	?	nt	-8%	-7%
O=C(NCc1ccco1)c1cc(-c2ccco2)on1	74*	-2%	31*	-3%	17%	-5%	96%[activator]
c1ccc(C(c2nnnn2Cc2ccco2)N2CCN(c3nc4ccccc4s3)CC2)cc1 (stereo unspecified)	58*	1%	31*	?	nt	7%	?
Cc1nnc(SCc2cn3ccsc3n2)n(N)c1=O	-19	-4%	-2	9%	6%	-9%	6%
CCC1Nc2ncnc(N3CCN(c4ccccc4)CC3)c2N(Cc2ccc(OC)cc2)C1=O (stereo unspecified)	nt	-2%	nt	2.8µM*	12µM*	nt	12µM*
CCOc1ccc(N=C2SCCCN2C(=O)c2c(CC)noc2C)cc1	-4	-2%	-2	16%	-2%	-2%	1%
O=[N+]([O-])c1ccc(-n2nnnc2-c2ccccc2)cc1	-5	-26%	4	3%	-14%	-6%	1%
CSc1ccccc1C(=O)NCc1ccccc1	-4	1%	4	29%	8%	3%	0%
CC(C)C(c1nnnn1C1CCCC1)N(C)C1CCCCC1 (stereo unspecified)	19	2%	5	6%	21%	4%	-18%
COc1ccc(-c2nc3n(c(=O)c2C#N)CCS3)cc1OC	-17	4%	-1	4%	35%[activator]	6%	29%
Nc1nc(CN2CCC(Cc3ccccc3)CC2)nc(Nc2ccccc2)n1	5	5%	-2	?	7.4µM*	1%	nt
O=C(Nc1ncn[nH]1)c1ccc(S(=O)(=O)N2CCOCC2)cc1	-9	2%	1	12%	19%	3%	9%
Cc1cccc(NC(=O)CC2CCC2)c1	12	-1%	20*	13%	nt	1%	22%
Cc1ccsc1CNC1CCCCC1	nt	1%	5	7%	?	5%	?
C[C@@H]1CCC(=O)N(C[C@@H](C)CC#N)CC1	-10	-2%	-2	24%	-4%	0%	17%
CC(=O)Nc1ccc(/C=N/Nc2nc3ccccc3s2)cc1	72*	-17%	54*	-4%	422%[activator]	-7%	51%[activator]
Cc1ccc(CSc2nc3ccccc3c(=O)n2C)cc1	-5	6%	1	?	-13%	-5%	-20%
COc1ccc(OC)c(NC(=O)c2cccc(S(=O)(=O)N(Cc3ccccc3)c3ccccc3OC)c2)c1	-6	-2%	2	-13%	7.4µM*	6%	15µM*
C/C(=C\c1ccc(C(=O)O)cc1)c1ccc2c(c1)C(C)(C)CCC2(C)C	nt	-2%	nt	-77%	14%	nt	3%
O=C(Nc1ccncc1)Nc1cccc(Cl)c1	20	-2%	16*	-10%	-2%	1%	1.5µM*
COc1cccc(C2CC(=O)N3CN(c4ccccc4F)CSC3=C2C#N)c1 (stereo unspecified)	-22	3.5µM*	-6	1%	1%	10%	nt
CC1=NN(C(C#N)c2cccc([N+](=O)[O-])c2)C(C)(C)C1 (stereo unspecified)	13	2%	-3	0%	-14%	0%	-14%
Cc1cc2occ(CC(=O)NC3CCCc4ccccc43)c2cc1C (stereo unspecified)	-11	3%	0	?	-6%	2%	-1%
Cc1ccc(S(=O)(=O)N2CCOCC2)cc1C(=O)N(Cc1nnc(-c2ccccc2Cl)o1)C1CC1	-1	-7%	-1	?	?	-3%	?
O=C(Nc1ccc(Oc2ccc(S(=O)(=O)N3CCOCC3)cn2)cc1)c1ccco1	-3	0%	-2	-25%	?	-1%	?
